# D1 antag – blocks dopamine activation of the human D1 receptor; P21728; 3.2% of 360,000 active; activity change, negative = inhibition, % at 10 µM; HEK293 TREx D1 cells, calcium flux, dopamine EC80; active compounds read low; in the data active means activity change below about -30%; further: on the % scale 0 is the no-effect control and ±100 the full control effect
# Target sequence (P21728 whole entry, looked up): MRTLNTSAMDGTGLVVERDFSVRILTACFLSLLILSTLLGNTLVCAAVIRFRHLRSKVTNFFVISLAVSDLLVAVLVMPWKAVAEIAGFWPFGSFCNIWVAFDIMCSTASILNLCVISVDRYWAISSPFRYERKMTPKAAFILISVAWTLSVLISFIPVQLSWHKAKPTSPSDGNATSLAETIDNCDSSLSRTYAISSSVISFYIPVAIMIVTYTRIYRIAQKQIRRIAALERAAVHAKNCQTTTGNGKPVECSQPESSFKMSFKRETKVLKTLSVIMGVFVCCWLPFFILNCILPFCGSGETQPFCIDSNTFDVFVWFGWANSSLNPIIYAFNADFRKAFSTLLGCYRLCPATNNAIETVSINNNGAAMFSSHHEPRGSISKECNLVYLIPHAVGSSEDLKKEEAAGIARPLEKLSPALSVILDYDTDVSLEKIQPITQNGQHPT
#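 Calcium flux readout: force-coupled, inducible Hek293 Trex D1 line, cells induced overnight at 30 C with tetracycline, dye-loaded 30–90 min at RT. Antagonism scored against EC80 dopamine challenge given 180 s after compound.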
# D2 agonist – activates the human D2 dopamine receptor; AID 485358; 0.53% of 340,000 active; activation, % at 2 µM; P14416; HEK293 T-REx D2 cells, calcium flux agonist mode;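 active means activation over 3 SD above normal in the single-dose calcium agonist read, cut at about 30% in these data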; further: 0% is about no effect
# Target sequence (P14416 whole entry, looked up): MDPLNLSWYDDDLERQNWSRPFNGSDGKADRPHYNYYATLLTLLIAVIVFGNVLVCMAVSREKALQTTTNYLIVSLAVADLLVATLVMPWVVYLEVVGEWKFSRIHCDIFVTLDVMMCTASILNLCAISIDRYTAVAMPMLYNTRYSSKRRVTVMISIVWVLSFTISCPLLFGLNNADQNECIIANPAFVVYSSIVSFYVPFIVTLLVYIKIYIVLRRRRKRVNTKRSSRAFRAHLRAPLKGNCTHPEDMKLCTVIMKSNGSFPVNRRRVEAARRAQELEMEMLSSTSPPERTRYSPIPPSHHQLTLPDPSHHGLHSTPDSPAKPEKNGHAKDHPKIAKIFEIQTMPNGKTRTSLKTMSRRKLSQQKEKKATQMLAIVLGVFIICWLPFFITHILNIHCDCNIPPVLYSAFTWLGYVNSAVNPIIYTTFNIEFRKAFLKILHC
#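 Tetracycline-induced HEK293 T-REx cells with force-coupled D2 receptor, plated overnight at 30 C, loaded with no-wash calcium dye. After a 10 s baseline, compound was pin-added and calcium flux read kinetically for 180 s; calcium rises flagged agonists.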
# RXFP1 ag – agonists of human relaxin receptor RXFP1; 0.3% of 370,000 active; HEK293T-RXFP1 cAMP TR-FRET, 30 min; response scale: percent of porcine relaxin response, buffer zero; Potency, µM (titrated, usually from 57.5 µM), for inactives: at the top dose activation, actives largely listed as activators; AID 2676; Q9HBX9; active means well fitted activation curve with a large enough effect; further: potency means the concentration at half of the fitted maximal effect; on the % scale 0 is the no-effect control and ±100 the full control effect; nearly all actives have a fitted effect of over 60% in size; many of its hits are not listed in these tables
#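 HEK293 cells stably expressing RXFP1, treated 30 min at 37C with compounds plus PDE4 inhibitor Ro 20174; cAMP measured by HTRF TR-FRET. Normalized to buffer and 29 nM porcine relaxin; EC50 by Hill fit.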
# TRHR enhancer – allosterically enhances the human TRH receptor. P34981. TRHR cells, fluo-8 calcium fluorescence, EC20 TRH enhancement. enhancement, % at 2 µM. 0.66% of 360,000 active. AID 493056; in the data active means enhancement above about 30%; further: 0% is about no effect
#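 Enhancer read-out: after compound pinning and an initial kinetic agonist-mode read, an EC20 of TRH (10 nM final) was injected and fluo-8 calcium signal (Ex 480/Em 530) followed at 1 s/cycle for 100 cycles in TRHR-expressing cells.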
# D2 antagonist – antagonists of human D2 dopamine receptor; AID 485344; 2% of 340,000 active; inhibition, % at 10 µM; HEK293 TREx D2 cells, calcium flux, dopamine EC80; in the data active means inhibition above about 30%; further: 0% is about no effect
#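 Read-out: kinetic calcium fluorescence (1 cycle/s) in inducible HEK293 T-REx D2 cells after an EC80 dopamine addition that followed 180 s compound preincubation. Loss of the dopamine response indicates antagonism.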
# D2 PAM – positively modulates the human D2 dopamine receptor allosterically; P14416; HEK293 T-REx D2, calcium flux, EC20 dopamine potentiation; potentiation, % at 10 µM; 0.34% of 340,000 active;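 active means potentiation over 3 SD above the plate norm, cut at about 30% in these data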; further: 0% is about no effect
#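 Tetracycline-induced Hek293 Trex D2 cells, force-coupled to calcium, loaded with no-wash calcium dye. Compound added with 180 s kinetic read for agonism, then EC20 dopamine and a further 180 s read for potentiation.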
# D1 potentiator – potentiators of human D1 dopamine receptor. potentiation, % at 10 µM. HEK293 TREx D1 cells, calcium flux, dopamine EC20 potentiation. 0.036% of 360,000 active; in the data active means potentiation above about 30%; further: 0% is about no effect
# RXFP1 antag – RXFP1 (human) relaxin receptor antagonism | HEK293-RXFP1, relaxin-stimulated cAMP HTRF, 30 min; active compounds read low | AID 1259400 | activity change, negative = inhibition, % at 57.5 µM | Q9HBX9 | 0.59% of 350,000 active;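 active means activity change of -60% or lower, but not beyond a set lower limit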; further: on the % scale 0 is the no-effect control and ±100 the full control effect
# D1 agonist – activates the human D1 dopamine receptor | 1% of 360,000 active | activation, % at 2 µM | HEK293 T-REx D1 cells, calcium flux, agonist mode | AID 504660 | P21728; in the data active means activation above about 30%; further: 0% is about no effect
#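 Agonism was scored from calcium flux recorded over 180 s (1 read/s) after pintool compound addition, following a 10-cycle baseline. Cells were inducible force-coupled HEK293 TREx D1, plated overnight at 30 C and loaded with no-wash calcium dye.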
# * = called active by the depositor; nt = no result given. A portion of the library (hit frequency here may not be typical).
SMILES,D1 antag,D2 agonist,RXFP1 ag,TRHR enhancer,D2 antagonist,D2 PAM,D1 potentiator,RXFP1 antag,D1 agonist
O=[N+]([O-])c1ccccc1S(=O)(=O)Nc1ccc2c(c1)OCCO2,2,-0.4,0.0%,1,-5,23,7,-5,5
Cc1cc(=O)[nH]c(Nc2cccc(F)c2)n1,-6,-0.4,0.2%,10,-11,3,0,5,2
COc1ccc(-c2[nH]ncc2CN2CCN(Cc3cccs3)CC2)c(F)c1,1,0.2,-2.5%,-7,6,-15,-9,-11,0
Cc1cc(C)c2sc(NNC(=O)c3ccc(S(=O)(=O)N4CCc5ccccc5C4)cc3)nc2c1,-17,0.9,1.2%,-6,-7,3,2,16,-3
O=C(NCCC1=CCCCC1)C1CC(=O)N(C2CCCCC2)C1 (stereo not drawn),12,-0.1,2.8%,-4,6,9,-8,-4,0
COc1ccc(N2CCN(C(=O)C3CCC(Cn4c(=S)[nH]c5ccccc5c4=O)CC3)CC2)cc1 (stereo not drawn),-27,-0.2,5.2%,0,3,0,1,-10,2
Cc1ccc(N2CC(C(=O)NC3CCSC3=O)CC2=O)cc1 (stereo not drawn),-15,0.6,3.3%,9,2,4,2,-20,3
CC1CCN(S(=O)(=O)c2ccc(NC(=O)C3CSC4(C)CCC(=O)N34)cc2)CC1 (stereo not drawn),-4,1.2,0.3%,0,-19,16,4,-8,0
Cc1nc(NC(=O)c2ccco2)sc1C(=O)O,-35*,nt,1.2%,28,nt,nt,-4,-7,2
O=C(CN1C(=O)c2cccnc2Oc2ccc(Cl)cc21)NC1CCCCC1,2,0.4,2.6%,-1,2,-4,-9,10,1
O=C(NCCN1C(=O)S/C(=C\c2ccc(Cl)c(Cl)c2)C1=O)c1ccc2c(c1)C(=O)N(Cc1ccncc1)C2=O,10,-0.6,-2.4%,2,-7,8,4,-31,0
Cc1ccccc1OC(C)C(=O)Nc1ccc2c(c1)OCCO2 (stereo not drawn),-11,0.4,0.5%,-1,-2,-2,-6,-7,4
COCC(=O)Nc1cc(C)cn(Cc2ccc(F)cc2)c1=O,7,1.3,0.1%,2,16,4,-1,-4,0
Cc1ccc(C)c(N2CCN(c3ccc(NC(=O)c4cccs4)cc3C(=O)O)CC2)c1,-7,2.5,0.2%,-4,nt,7,-5,-3,1
C=CCN=C1NN=C(c2cc(C)n(CC=C)c2C)CS1,8,-0.6,3.5%,1,0,1,-1,-16,1
Cc1ccc(-n2c(=O)c3cccnc3n2CC(=O)Nc2cccc(C)c2C)cc1,18,0.0,5.2%,13,nt,-1,-6,-5,7
O=S(=O)(c1ccc(Cl)c2ccccc12)N1CCCC1,1,0.1,-0.6%,-7,-2,10,-3,-1,7
Cc1cc(C(C)(C)CC(C)(C)C)ccc1OCCOCC[N+](C)(C)Cc1ccccc1,8,1.6,0.1%,-4,1,6,-1,nt,101*
O=C1NCCNC1(c1c[nH]c2ccccc12)C(F)(F)F (stereo not drawn),9,-0.7,-0.3%,4,2,14,2,3,4
CSc1ccccc1NC(=O)CN(C)CC(=O)Nc1ccc(Cl)cc1F,-6,-0.7,-1.1%,2,8,4,0,21,6
NS(=O)(=O)c1cnccc1Nc1ccc(Cl)cc1,-4,-5.2,0.0%,5,-6,1,1,0,0
CC(C)(C)[C@H]1CCC(=O)N([C@H](CN=[N+]=[N-])Cc2ccccc2)CC1,-7,-0.3,-1.1%,-4,-8,-4,0,nt,1
Cc1cccc(NC(=S)NCC(c2cccnc2)N2CCOCC2)c1 (stereo not drawn),-3,0.9,3.0%,5,0,2,-1,-10,-1
Cc1ccc(SCC(=O)OCC(=O)NCC2CCCCC2)cc1C,13,-0.3,0.4%,-3,-6,1,-10,-2,0
Cc1ccsc1C(=O)Nc1n[nH]c(C(F)(F)F)n1,0,nt,0.9%,1,nt,-4,1,-15,2

# An excerpt of these results, with bars between the fields:
smiles | D1 antag | D2 agonist | RXFP1 ag | TRHR enhancer | D2 antagonist | D2 PAM | D1 potentiator | RXFP1 antag | D1 agonist
O=[N+]([O-])c1ccccc1S(=O)(=O)Nc1ccc2c(c1)OCCO2 | 2 | -0.4 | 0.0% | 1 | -5 | 23 | 7 | -5 | 5
Cc1cc(=O)[nH]c(Nc2cccc(F)c2)n1 | -6 | -0.4 | 0.2% | 10 | -11 | 3 | 0 | 5 | 2
COc1ccc(-c2[nH]ncc2CN2CCN(Cc3cccs3)CC2)c(F)c1 | 1 | 0.2 | -2.5% | -7 | 6 | -15 | -9 | -11 | 0
Cc1cc(C)c2sc(NNC(=O)c3ccc(S(=O)(=O)N4CCc5ccccc5C4)cc3)nc2c1 | -17 | 0.9 | 1.2% | -6 | -7 | 3 | 2 | 16 | -3
O=C(NCCC1=CCCCC1)C1CC(=O)N(C2CCCCC2)C1 (stereo not drawn) | 12 | -0.1 | 2.8% | -4 | 6 | 9 | -8 | -4 | 0
COc1ccc(N2CCN(C(=O)C3CCC(Cn4c(=S)[nH]c5ccccc5c4=O)CC3)CC2)cc1 (stereo not drawn) | -27 | -0.2 | 5.2% | 0 | 3 | 0 | 1 | -10 | 2
Cc1ccc(N2CC(C(=O)NC3CCSC3=O)CC2=O)cc1 (stereo not drawn) | -15 | 0.6 | 3.3% | 9 | 2 | 4 | 2 | -20 | 3
CC1CCN(S(=O)(=O)c2ccc(NC(=O)C3CSC4(C)CCC(=O)N34)cc2)CC1 (stereo not drawn) | -4 | 1.2 | 0.3% | 0 | -19 | 16 | 4 | -8 | 0
Cc1nc(NC(=O)c2ccco2)sc1C(=O)O | -35* | nt | 1.2% | 28 | nt | nt | -4 | -7 | 2
O=C(CN1C(=O)c2cccnc2Oc2ccc(Cl)cc21)NC1CCCCC1 | 2 | 0.4 | 2.6% | -1 | 2 | -4 | -9 | 10 | 1
O=C(NCCN1C(=O)S/C(=C\c2ccc(Cl)c(Cl)c2)C1=O)c1ccc2c(c1)C(=O)N(Cc1ccncc1)C2=O | 10 | -0.6 | -2.4% | 2 | -7 | 8 | 4 | -31 | 0
Cc1ccccc1OC(C)C(=O)Nc1ccc2c(c1)OCCO2 (stereo not drawn) | -11 | 0.4 | 0.5% | -1 | -2 | -2 | -6 | -7 | 4
COCC(=O)Nc1cc(C)cn(Cc2ccc(F)cc2)c1=O | 7 | 1.3 | 0.1% | 2 | 16 | 4 | -1 | -4 | 0

# (cont.)
SMILES,D1 antag,D2 agonist,RXFP1 ag,TRHR enhancer,D2 antagonist,D2 PAM,D1 potentiator,RXFP1 antag,D1 agonist
CCc1ccc(S(=O)(=O)c2nnn3c2nc(Nc2cc(OC)cc(OC)c2)c2cc(Cl)ccc23)cc1,2,nt,5.5%,3,nt,-8,-4,-3,0
COc1ccc(Cl)cc1NC(=O)CCS(=O)(=O)c1cc2c(cc1C)NC(=O)CO2,7,-0.3,1.4%,-4,-11,6,-10,-4,4
COc1cccc(C(=O)NC2CCN(CC(=O)Nc3c(C)cc(C)cc3C)CC2)c1,-13,-0.9,0.3%,-2,0,7,-6,nt,0
Cc1ccc(Nc2nc(N)nc(CN3CCN(C(=O)c4ccco4)CC3)n2)cc1Cl,8,67*,2.0%,0,38*,-26,2,-8,1
O=C(Nc1ccc([N+](=O)[O-])cn1)c1ccc(Br)o1,-11,0.0,1.1%,-3,14,1,-5,-12,3
CCCCCCCNC(=O)CN1C(=O)CSc2ccc(S(=O)(=O)N3CCOCC3)cc21,-7,0.0,0.4%,-10,4,4,3,3,3
CC(C)Cc1nc(S(=O)(=O)c2ccc(Cl)cc2)c(N2CCOCC2)o1,21,2.5,0.5%,2,0,17,2,-7,3
CCN(C(=O)Cn1c(=O)n(-c2ccccc2)c(=O)c2ccc(C(=O)NCc3ccc4c(c3)OCO4)cc21)c1cccc(C)c1,-22,-1.1,0.0%,-4,nt,15,1,nt,3
Cc1ccc2c(c1)cc(C)c1nnc(SCC(=O)NCc3ccco3)n12,9,-3.2,0.0%,9,3,14,-5,-7,2
CCN(CC)S(=O)(=O)c1ccc(N2CCN(C)CC2)c(NC(=O)CSCC(=O)Nc2cccc(C)c2)c1,-4,-0.9,2.8%,10,-12,2,-1,-4,6
COc1ccc(NC(=O)CN2C(=O)NC(C)(C3CC3)C2=O)cc1S(=O)(=O)N1CCCCC1 (stereo not drawn),-6,0.4,-0.1%,2,13,0,-9,3,1
Cc1cccc(C)c1NS(=O)(=O)c1ccc(NC(=O)c2ccc(Cl)c([N+](=O)[O-])c2)cc1,-6,1.1,2.3%,-4,-23,7,-6,-17,5
COc1ccc(NC(=O)N2CCn3c2nc2ccccc23)cc1,-24,0.0,1.5%,22,8,0,2,-5,0
COc1cc(/C=N/NC(=O)c2ccncc2)c([N+](=O)[O-])cc1OC,2,0.5,0.4%,-6,-8,8,-2,0,0
CCOC(=O)c1oc2cccc(OCC(O)CNC(C)C)c2c1C (stereo not drawn),-6,-3.8,3.9%,-1,24,-4,-4,9,17
O=C(CCc1ccccc1)N/N=C/c1cccc([N+](=O)[O-])c1,-11,-0.1,5.0%,2,-7,-4,-11,3,0
COCCCNc1oc(-c2cccs2)nc1S(=O)(=O)c1ccc(C)cc1,10,0.5,2.5%,1,-1,-8,-4,-6,5
O=C(NCCS(=O)(=O)NC1CCCCC1)c1ccc2c(c1)OCO2,-20,1.8,-0.4%,-17,-16,-4,-6,-7,3
CC(=O)Nc1ccc(NC(=O)C(=O)c2cn(CC(=O)N3CCCC3)c3ccccc23)cc1,4,0.5,-2.3%,3,4,8,-1,3,1
CC1(C)NC(=O)N(CCCCOc2ccccc2[N+](=O)[O-])C1=O,5,-1.4,-0.3%,6,-2,20,-1,nt,2
CC(=O)C1=C(O)C(=O)N(Cc2ccccc2)C1c1ccccc1F (stereo not drawn),-6,-0.5,12%,2,-3,1,-6,-4,1
CCN(C(=O)Cn1nc(Cc2ccncc2)c2ccccc2c1=O)c1cccc(C(F)(F)F)c1,0,nt,16%,1,nt,1,0,-5,0
CN(NS(C)(=O)=O)c1c(C#N)c(C(F)(F)F)nn1C,2,-2.1,0.0%,-4,-3,8,0,7,5
CN(Cc1ccccc1)c1ncnc2onc(-c3ccc(F)cc3)c12,-2,-2.1,-0.3%,13,nt,5,14,nt,5
CC(=O)c1cccc(N2C(=NC(=O)C3CC3)SC3CS(=O)(=O)CC32)c1 (stereo not drawn),-11,-0.2,0.3%,14,-1,-5,-4,-8,4
CCOC(=O)c1c(C)[nH]c(C)c1S(=O)(=O)N1CCC(C(=O)N2CCN(c3cccc(C)c3C)CC2)CC1,8,-0.3,0.6%,-2,nt,6,-2,-13,5

# High-throughput results (PubChem)
